M. tuberculosis GlmU: inhibition of mycobacterial GlmU enzyme – biochemical, glucosamine-1-phosphate acetyltransferase (AID 1376) | M. tuberculosis GlmU acetyltransferase enzyme assay; higher % means a stronger effect | one-dose inhibition, %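 (tested at 30 µM in the primary screen)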; IC50 in µM for titrated hits | hit rate 0.25% among 220,000; in the data active = inhibition above about 13%; inconclusive = no clear call, values can overlap the other calls;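 also: 0% = complete reaction with vehicle and 100% = reaction without substrate; strong numbers were not always called active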
Mtb RmlCD inh: M. tuberculosis RmlC/RmlD coupled enzyme inhibitors, primary screen, biochemical, compound mixtures, 384-well, from 1536-well plates; RmlC+RmlD coupled enzyme assay, percent inhibition; primary screen in compound mixtures; inhibition, % at 3.6 µM; hit rate 0.03% among 160,000; AID 1533, 2009; in the data active = inhibition mostly above about 34%, no sharp cut-off; inconclusive = no clear call, values can overlap the other calls; inactive = mostly below about 22%; also: some results filed as inactive read as strong as hits
Target sequence (P9WH09 whole entry, looked up): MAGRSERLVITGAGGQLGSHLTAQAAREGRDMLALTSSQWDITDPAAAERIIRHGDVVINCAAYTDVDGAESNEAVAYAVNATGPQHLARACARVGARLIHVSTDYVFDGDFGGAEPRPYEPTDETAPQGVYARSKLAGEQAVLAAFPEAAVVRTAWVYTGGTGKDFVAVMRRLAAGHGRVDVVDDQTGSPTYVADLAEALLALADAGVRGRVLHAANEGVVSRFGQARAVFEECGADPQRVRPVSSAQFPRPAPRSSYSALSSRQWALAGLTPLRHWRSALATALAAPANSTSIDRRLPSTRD
Target sequence (P9WH11 whole entry, looked up): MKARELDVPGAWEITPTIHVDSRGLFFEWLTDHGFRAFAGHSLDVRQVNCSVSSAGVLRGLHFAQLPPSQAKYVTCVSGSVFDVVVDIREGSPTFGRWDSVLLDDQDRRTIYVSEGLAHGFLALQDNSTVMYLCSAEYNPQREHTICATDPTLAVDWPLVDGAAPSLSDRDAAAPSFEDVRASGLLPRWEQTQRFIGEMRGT
* marks the source's active call; other numbers are inactive results; ? = inconclusive; . = no result given. This is a subset (hit frequency here may not be typical).

smiles	M. tuberculosis GlmU	Mtb RmlCD inh
CC(NC(=O)Cc1ccccc1)c1ccc(F)cc1 (stereo unspecified)	-11%	1
O=C(COc1ccccc1Cl)NC(=S)N1CCc2ccccc21	-4.1%	8
O=C(c1ccc(Cl)cc1)[C@@H]1[C@@H]2C(=O)N(c3ccc(Cl)cc3)C(=O)[C@@H]2C2c3ccccc3C=NN21 (stereo partly specified)	1.2%	4
CC1CC2=C(CC1/C=N/NC(N)=S)C(C)(C)CCC2 (stereo unspecified)	3.5%	9
O=C(Nc1ccc(Cl)c(Cl)c1)N1CCSCC1	3.9%	.
COc1ccc(C2C3=C(CC(C)(C)CC3=O)OC(N)=C2[N+](=O)[O-])cc1 (stereo unspecified)	1.3%	-10
Cc1cc2oc(C(=O)Nc3ccc(S(=O)(=O)N4CCCC(C)C4)cc3)cc(=O)c2cc1Cl (stereo unspecified)	0.7%	.
O=C1C(C=Nc2ccc(F)cc2)=C(O)c2ccccc21	1.3%	9
Cc1c(C(=O)NC(C)c2ccncc2)oc2ccccc12 (stereo unspecified)	0.7%	34
CCn1nnnc1-c1ccc(OC)c(S(=O)(=O)Nc2ccc(OC)cc2)c1	4.0%	36
COc1ccccc1OCC#CCNC1CCCCC1C (stereo unspecified)	-1.9%	24
Cc1ccc(NC(=O)c2cc(NC(=O)CCCC(=O)O)ccc2Cl)cc1Cl	0.7%	.
O=C(CCN1C(=O)c2ccccc2C1=O)N1CCCCCC1	0.2%	7
CC1=C(C(=O)OCC(C)C)C(c2ccccc2Cl)NC(=O)N1C (stereo unspecified)	0.1%	.
CCOC(=O)C1(CC2CCCCO2)CCN(S(=O)(=O)c2ccccc2)CC1 (stereo unspecified)	1.5%	16
O=C1CC(c2ccccc2)=NN1c1nc(-c2ccccc2)cs1	-2.6%	12
Cc1ccc(CNC(=O)CCc2nc(-c3cccs3)no2)cc1	8.4%	8
CCOC(=O)c1c(-c2ccccc2)csc1NC(=S)NC	3.4%	3
COC(=O)C(C)N1C(=O)S/C(=C\c2cc(C)n(-c3ccccn3)c2C)C1=O (stereo unspecified)	2.3%	.
COc1ccc(-n2c(SCC(=O)N3CCCC(C)C3)nnc2-c2cccnc2)cc1 (stereo unspecified)	.	-7

Among those listed so far, these contain a carbonyl joined to an NH by a bond outside any ring:
smiles	M. tuberculosis GlmU	Mtb RmlCD inh
CC(NC(=O)Cc1ccccc1)c1ccc(F)cc1 (stereo unspecified)	-11%	1
O=C(COc1ccccc1Cl)NC(=S)N1CCc2ccccc21	-4.1%	8
O=C(Nc1ccc(Cl)c(Cl)c1)N1CCSCC1	3.9%	.
Cc1cc2oc(C(=O)Nc3ccc(S(=O)(=O)N4CCCC(C)C4)cc3)cc(=O)c2cc1Cl (stereo unspecified)	0.7%	.
Cc1c(C(=O)NC(C)c2ccncc2)oc2ccccc12 (stereo unspecified)	0.7%	34
Cc1ccc(NC(=O)c2cc(NC(=O)CCCC(=O)O)ccc2Cl)cc1Cl	0.7%	.
Cc1ccc(CNC(=O)CCc2nc(-c3cccs3)no2)cc1	8.4%	8

The list goes on.
smiles	M. tuberculosis GlmU	Mtb RmlCD inh
Cc1[nH]n(-c2ccccc2)c(=O)c1/C=N/NC(=O)c1ccoc1C	-1.1%	3
Cc1nc2cc(NC(=O)Nc3ccc(Br)cc3)ccc2o1	-3.9%	6
Cc1cc(NC(=O)c2cccc3ccccc23)cc(C)c1OCC(=O)N1CCOCC1	-1.6%	.
Cc1ccccc1NC(=O)C1CCCN1/C=C/C(=O)C(F)(F)F (stereo unspecified)	0.1%	14
CC(C)(C)C(C(Oc1ccc(Cl)cc1)n1cncn1)n1nnnc1C(c1cccc(Cl)c1)N1CCCCC1 (stereo unspecified)	-3.9%	.
O=C(Oc1oc(-c2ccco2)nc1C=Nc1ccc(Cl)cc1)c1ccco1	.	104
COC(=O)c1ccc(-n2c(C)cc(/C=N/n3cnnc3)c2C)cc1	2.8%	5
CCOC(=O)C1=C(N)OC2=C(C(=O)CCC2)[C@]12C(=O)N(CC(N)=O)c1ccccc12	3.4%	-15
O=[N+]([O-])c1ccc(-c2nc3ccc([N+](=O)[O-])cc3[nH]2)cc1	0.5%	-5
CCOC(=O)C1=C(CN2c3ccccc3CC2C)NC(=O)NC1c1ccccc1 (stereo unspecified)	-0.6%	.
CCc1ccc(NC(=O)CC2C(=O)Nc3c2c(=O)n(C)c(=O)n3C)cc1 (stereo unspecified)	1.6%	.
COc1cc(S(=O)(=O)N2CCOCC2)ccc1F	-0.3%	6
CCCN(CCC)C(=O)CSc1nc2ccccc2c(=O)n1C1CCCC1	6.1%	-13
COc1ccc(OCc2nn3c(-c4cccc(OC)c4)nnc3s2)cc1	-7.6%	8
O=C(c1cccnc1)N1N=C(c2cccs2)CC1c1ccc(F)cc1 (stereo unspecified)	-0.7%	4
O=S(=O)(NCc1cccnc1)c1cccn1-c1ncc(C(F)(F)F)cc1Cl	1.3%	.
O=C(NCC1CCCO1)c1ccc2c(=O)n(-c3ccccc3)c(=S)[nH]c2c1 (stereo unspecified)	-4.2%	-10
CCc1ccc(NC(=O)c2cc(CC(C)C)on2)cc1	3.8%	-13
CCC(O)(CC)C(=O)N=Nc1c(O)[nH]c2ccccc12	7.3%	-8
C=C(C)Cn1c(C2CC(=O)N(c3ccccc3F)C2)nc2ccccc21 (stereo unspecified)	-1.7%	.
CCCCOc1ccc(C(=O)C(CN2CCOCC2)c2ccccc2)cc1 (stereo unspecified)	1.3%	.
Cc1ccc(NC(=O)CN(c2ccccc2)S(=O)(=O)N(C)C)cc1C	0.0%	.
COc1ccc(-c2noc(CCC(=O)NCCN3CCN(c4ccccc4F)CC3)n2)cc1	7.1%	-8
COC(=O)c1nn(-c2cccc(C)c2)c2nnc(Cc3ccc(C)cc3)c(=O)n12	-1.1%	-6
CSc1nc(C)cc(C)c1S(=O)(=O)c1ccccc1C	-8.0%	21
c1ccc(-n2ncc3cccnc32)cc1	-1.7%	.
O=C(O)c1ccc(NS(=O)(=O)c2ccc3c(c2)C2C=CCC2C(c2ccccc2F)N3)cc1 (stereo unspecified)	26%	.
Cc1nnc2ccc(N3CCN(C(=O)c4ccccc4)CC3)nn12	3.0%	-2
Cc1noc(C)c1CSc1nc2ccccc2s1	?	35
CCc1ccccc1N(CC)C(=O)CCc1nc(-c2ccc(C)cc2)no1	5.5%	-6
CN1CCN(S(=O)(=O)c2ccc(N3CCN(S(=O)(=O)/C=C/c4ccccc4)CC3)nc2)CC1	6.6%	8
c1cnc(NCCNc2ncccn2)nc1	-2.3%	1
COc1ccc2c(c1)c(C(O)CN1CCN(Cc3ccc4c(c3)OCO4)CC1)c(C)n2C (stereo unspecified)	-1.4%	28
COC(=O)c1cccc(NC(=O)c2cc3sccc3n2C)c1	2.4%	-6
COC(=O)C1=C(C(=O)OC)[C@@H]2Nc3ccccc3[C@@]23C[C@@H](C(=O)OC)N(C(=O)C2CCC2)C3=N1	-2.9%	.
S=C(NCCc1ccncc1)Nc1cccc2ccccc12	-7.2%	.
O=C(CN1CCCCCC1)N/N=C/c1cccc(Cl)c1	3.6%	.
COC(=O)c1ccc(N2CCN(C(C)=O)CC2)c(NC(=O)c2cccnc2)c1	-1.5%	8
O=C(O)CNC(=O)c1ccc(OC(F)F)cc1	3.4%	.
O=C(CSc1ccc(F)cc1)NC(=O)NCc1ccccc1	-5.2%	12
c1ccc(-c2csc(N3CCCCCC3)n2)cc1	1.3%	6
Cc1ccc(N(CN2C(=O)C3C4CCC(C4)C3C2=O)C(=O)c2ccco2)cc1 (stereo unspecified)	7.4%	-11
Nc1c(S(=O)(=O)c2cccs2)c2nc3ccccc3nc2n1Cc1ccccc1	1.1%	.
CCCn1c(SCC(=O)Nc2ccccc2N2CCCCC2)nc2c1c(=O)n(C)c(=O)n2C	-2.5%	12
CCOC(=O)C1(Cc2ccccc2)CCN(Cc2csc(C(C)=O)c2)CC1	-4.4%	-5
COc1ccc(NC(=O)C(c2ccccc2)N(C)C(=O)CNC(C)=O)cc1 (stereo unspecified)	-4.0%	-3
CCN(CC)c1nc(Nc2ccccc2)nc(Oc2ccc(C(=O)OC)cc2)n1	2.2%	-3
COc1cccc(-c2nnc(SCC(=O)N3CCCc4ccccc43)o2)c1	-2.4%	-6
Cn1c(-c2ccccc2)cnc1SCC(=O)NCc1ccco1	-3.5%	-1
Cc1ccc(N=C2NC(=O)/C(=C/C=C/c3ccco3)S2)cc1	4.9%	.

The results go on.
smiles	M. tuberculosis GlmU	Mtb RmlCD inh
CC12CCC(C(=O)Nc3cccc(Cl)c3Cl)([C@H](Br)C1=O)C2(C)C (stereo partly specified)	-3.7%	26
O=C1c2ccccc2C(=O)c2c1cccc2N1CCCC1	-5.5%	.
CCOC(=O)C1=C(C)N(c2ccccc2)C(=O)/C1=C\c1cccs1	4.1%	-12
COc1ccc(C2C([N+](=O)[O-])=C(C)N(C)C(=O)N2C)cc1OC (stereo unspecified)	-1.6%	2
O=S(=O)(NCCCc1ccccc1)c1ccc(Cl)cc1	-1.2%	-5
CN(C(=O)c1ccno1)c1nnc(-c2cccnc2)s1	6.8%	.
OCCNc1nc(Nc2ccccc2C(F)(F)F)nc(N2CCCC2)n1	0.1%	.
COc1ccc(C(=O)CC(=O)C(=O)NCCc2cccc(C)c2)cc1	8.3%	-13
O=C(Oc1ccccc1N1CCOCC1)c1sccc1Br	3.8%	.
COc1cc(NC(=S)NC(=O)c2ccc(F)cc2)ccc1NC(=O)c1ccco1	-1.1%	6

Other results follow:
molecule,M. tuberculosis GlmU,Mtb RmlCD inh
CCN1CCN(c2nc3ccccc3s2)CC1,3.7%,2
COc1ccc(CCNC(=O)Cn2c(=O)oc3cc(Cl)ccc32)cc1OC,3.6%,-41
Cc1ccc(-c2nc(CN(CC3CCC3)CC3CCCO3)c(C)o2)s1 (stereo unspecified),-7.1%,.
CCN(CC)S(=O)(=O)c1cc(C(=O)OCC(=O)NC2CCCc3ccccc32)ccc1C (stereo unspecified),3.2%,6
CCc1nc2sc(C)c(C)c2c(=O)n1CCO,3.7%,8
CSc1nnc(Cc2sc(-c3ccccc3)nc2-c2ccccc2)o1,7.7%,7
O=[N+]([O-])c1ccc(N2CCCC2)cc1NC1CC1,-7.7%,1
CN(C)c1ccc(CNCCC2CCOC(C)(C)C2)cc1 (stereo unspecified),-7.0%,.
CC(C)CC(COCc1ccc(F)cc1)N1CCN(C(=O)c2cccc(C(F)(F)F)c2)CCC1=O (stereo unspecified),-4.5%,.
Cc1cc(Cl)ccc1NC(=S)NCCc1ccc(S(N)(=O)=O)cc1,0.4%,.
CC1=CC(=C2C(=O)NC(=S)NC2=O)C=C(C(F)(F)F)N1Cc1ccccc1,-1.5%,4
c1ccc(CN2CCC3(CC2)Nc2ccccc2S3)cc1,.,-8
Cc1ccc(S(=O)(=O)Nc2ccc3nc(-c4cccn4C)[nH]c3c2)cc1,2.0%,9
CCOC(=O)c1sc2nc(CN3CCCCC3)nc(Cl)c2c1C,4.0%,4
O=C(COC(=O)c1cccc(NS(=O)(=O)c2ccc(F)c(F)c2)c1)NC(=O)NC1CCCC1,-4.8%,-11
Cc1cccc(NC(=O)c2ccccn2)c1C,0.9%,.
Cc1cc([N+](=O)[O-])nn1CC(=O)N/N=C/c1ccccc1O,-1.4%,-4
O=C(O)c1ccc(OCCn2ccnc2)cc1,-1.0%,.
Cc1sc2nc(SCC(=O)N(CCO)CCO)nc(N)c2c1C,3.3%,.
Cc1nn(CC(=O)Nc2ccc3c(c2)nc(CN2CCCC2)n3C)c(=O)c2ccccc12,-2.0%,0
O=C(CSC1CC(=O)N(CC(c2ccccc2)c2ccccc2)C1=O)Nc1ccc(Cl)cc1 (stereo unspecified),4.8%,12
CCCc1cc(C(=O)N(C2CCCCC2)C2CCCCC2)no1,0.2%,-9
O=C(CSCc1ccc(Br)cc1)Nc1ccc(S(=O)(=O)N2CCCCCC2)cc1,1.7%,-5
O=C(Nc1ccc(Cl)cn1)C1CCN(S(=O)(=O)c2cccs2)CC1,2.7%,7
COc1ccc(CC(=O)Nc2cccc(-c3nnc(-c4ccc(C)cc4)o3)c2)cc1OC,3.4%,.

An excerpt from above in order of formula weight, smallest number first.
molecule,M. tuberculosis GlmU,Mtb RmlCD inh
Cc1cc(Cl)ccc1NC(=S)NCCc1ccc(S(N)(=O)=O)cc1,0.4%,.
Cc1nn(CC(=O)Nc2ccc3c(c2)nc(CN2CCCC2)n3C)c(=O)c2ccccc12,-2.0%,0
O=C(CSC1CC(=O)N(CC(c2ccccc2)c2ccccc2)C1=O)Nc1ccc(Cl)cc1 (stereo unspecified),4.8%,12

(further entries)
molecule,M. tuberculosis GlmU,Mtb RmlCD inh
Cc1cc(C)nc(SCc2ccc(C(=O)N/N=C/c3ccccc3C(=O)O)cc2)n1,-2.0%,-8
CCOC(=O)c1[nH]c2ccc(C)cc2c1N=C(C)N(C)C,-3.7%,.
N#Cc1c(N)n(CCNC(=O)c2ccccc2)c2nc3ccccc3nc12,3.0%,.
C=CCSc1nc(N)c(C#N)c(-c2ccc(C)cc2)c1C#N,-7.8%,97
Cc1ccc(CNC(=O)C2CCCN(c3nn4c(=O)cc(C)nc4s3)C2)cc1 (stereo unspecified),0.1%,-11
FC(F)(F)c1ccc(C2[C@H]3CN(Cc4ccc(-c5ccccc5)cc4)[C@H](c4ccccc4)C34CC2(c2ccccc2)C4)cc1 (stereo partly specified),-4.3%,.
